Menin-MLL TR inh – displaces Texas Red mutant MLL peptide from human menin | O00255 | Menin + Texas Red MLL mutant peptide, fluorescence polarization | Potency, µM (titrated, usually from 61.6 µM), for the others: top-dose FP activity change, negative = inhibition, actives largely listed as inhibitors | 270,000 compounds, 0.23% hits; active = well fitted inhibition curve with a large enough effect in the polarisation, with a control signal flat, not every such curve was filed as active; inconclusive = small, poorly fitted or top-dose-only effect, or effect the other way, or a change in a side signal; inactive = no such curve, though single readings can be large or run the other way; the % refers to the polarisation; note: potency is the fitted concentration of half-maximal effect; % of control where 0% means no effect; many of its hits are not listed in these tables
Target sequence (O00255 whole entry, looked up): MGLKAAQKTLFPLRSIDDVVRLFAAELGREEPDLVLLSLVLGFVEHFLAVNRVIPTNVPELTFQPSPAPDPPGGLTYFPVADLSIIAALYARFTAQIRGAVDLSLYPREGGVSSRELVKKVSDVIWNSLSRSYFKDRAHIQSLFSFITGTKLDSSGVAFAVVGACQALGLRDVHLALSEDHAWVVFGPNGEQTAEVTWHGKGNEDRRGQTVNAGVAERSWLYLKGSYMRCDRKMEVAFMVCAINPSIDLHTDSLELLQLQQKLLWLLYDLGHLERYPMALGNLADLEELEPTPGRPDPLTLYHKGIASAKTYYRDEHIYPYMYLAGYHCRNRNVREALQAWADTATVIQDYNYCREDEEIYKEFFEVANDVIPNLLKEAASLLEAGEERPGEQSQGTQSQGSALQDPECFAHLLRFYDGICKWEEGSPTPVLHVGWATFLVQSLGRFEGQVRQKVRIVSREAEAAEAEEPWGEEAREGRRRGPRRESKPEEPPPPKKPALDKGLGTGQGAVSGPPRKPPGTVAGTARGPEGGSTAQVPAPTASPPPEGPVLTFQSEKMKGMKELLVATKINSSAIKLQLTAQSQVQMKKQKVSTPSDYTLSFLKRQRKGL
Coupling enz – coupling enzyme interference in Giardia aldolase counter-screen; coupling enzyme system counterscreen, AmpLite Red fluorescence; activity change, negative = inhibition, % at 58.2 µM, hits read low; 290,000 compounds, 0.67% hits; AID 2472; in the data active = activity change below about -30%; note: % is set by controls: 0 for no effect and ±100 for the full control effect
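First, compound is pin-transferred into glyceraldehyde-3-phosphate coupling-enzyme reagent at 57.5 uM final and held 10 min at RT. Next, substrate, coupling system and AmpLite Red are added. After 20 min RT, fluorescence (525/598 nm) is read.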
* hit, by the source's call; u = inconclusive; & = joins results of further samples; [ ] = dose if it differs, or a comment. A portion of the library, so the mix of outcomes need not match the whole.

SMILES	Menin-MLL TR inh	Coupling enz
COc1ccc2[nH]cc(CCNc3ccnc(-c4ccc5c(c4)OCO5)n3)c2c1	u	-3
COC(=O)N1CCC2(CCN(C(=O)Nc3cccc(F)c3)CC2)CC1	3%	3
CC(=O)/C(C)=N\O	15%[24.8 µM]	5
COc1ccc(C(=O)N2CCC3(CCN(C)CC3)CC2)cc1	4%	0
CC(C)C1=CC2=CC[C@@H]3[C@](C)(CO)CCC[C@]3(C)C2CC1 (some centres undefined)	-4%	-1
CC(C)C[C@@H](CC(=O)N[C@@H](CCC(=O)O)CC(=O)O)NC(=O)[C@@H]1CNCC[C@H]1NC(=O)C[C@H](CCCN)NC(=O)C[C@H](Cc1ccccc1)NC(=O)[C@@H]1CCCC[C@H]1N	-18%	-3
C/C=C\C1=C(CO)[C@H](O)[C@H]2OC2[C@@H]1O (some centres undefined)	1%[11.7 µM]	2
O=C(Nc1ccccc1)N1CCCC2(CCNCC2)C1	10%	0
OCC1O[C@H](O[C@H]2C(O)C(O)C(O)O[C@@H]2CO)C(O)C(O)C1O (some centres undefined)	-11%	0
COc1cc(OC)cc(-c2nnc3n2N=C(c2c(OC)cccc2OC)CS3)c1	27%	-3
Cc1nc2cncnc2n(Cc2ccc(F)cc2)c1=O	2%	0
Cc1nc2cnc(Oc3ccccc3)nc2n(-c2ccccc2)c1=O	u	2
CN1CCN(c2ncc3nc(CCc4ccccc4)c(=O)n(C)c3n2)CC1	-10%	-4
C[C@H](CCC(=O)NCC(=O)O)[C@H]1CC[C@H]2[C@H]3[C@@H](C[C@@H](O)[C@]12C)[C@]1(C)CC[C@H](O)C[C@@H]1C[C@@H]3O	-5%[24.8 µM]	2
COc1c(C2=CC(=O)N(C)C2=O)c2c(n1C)C(=O)c1ccccc1C2=O	-10%	-35*
COc1ccccc1CNc1ncncc1-c1ccccc1CN(C)C	-14%	6
O=C1[C@H]2[C@H]3[C@H](O)[C@H](O)C/C(=N/OC[C@@H](O)COCc4ccco4)[C@H]3CC[C@@H]2C(=O)N1Cc1ccccc1	2%[11.7 µM]	-2
CC1=CC[C@@]2(CO)COC(c3ccccc3O)C1C2 (some centres undefined)	8%	0
Cc1cccc(CNc2ccnc(-c3cccnc3)n2)c1	-10%	-4
CSCC[C@H](NC(=O)[C@H](CC(C)C)NC(=O)[C@H](Cc1c[nH]c2ccccc12)NC(=O)[C@H](CCC(N)=O)NC(=O)[C@@H](NC(=O)[C@H](Cc1ccccc1)NC(=O)[C@H](CC(=O)O)NC(=O)[C@H](CCC(N)=O)NC(=O)[C@H](C)NC(=O)[C@H](CCCNC(=N)N)NC(=O)[C@H](CCCNC(=N)N)NC(=O)[C@H](CO)NC(=O)[C@H](CC(=O)O)NC(=O)[C@H](CC(C)C)NC(=O)[C@H](Cc1ccc(O)cc1)NC(=O)[C@H](CCCCN)NC(=O)[C@H](CO)NC(=O)[C@H](Cc1ccc(O)cc1)NC(=O)[C@H](CC(=O)O)NC(=O)[C@H](CO)NC(=O)[C@@H](NC(=O)[C@H](Cc1ccccc1)NC(=O)[C@@H](NC(=O)CNC(=O)[C@H](CCC(N)=O)NC(=O)[C@H](CO)NC(=O)[C@@H](N)Cc1cnc[nH]1)[C@@H](C)O)[C@@H](C)O)C(C)C)C(=O)N[C@@H](CC(N)=O)C(=O)N[C@H](C(=O)O)[C@@H](C)O	6%	3
C[C@H]1CC[C@H]2C(=O)N3[C@H](c4ccc(Br)cc4)[C@@H](C)CC[C@H]3C(=O)N2[C@@H]1c1ccc(Br)cc1	1%[11.7 µM]	3
CC(C)C[C@@H](CC(=O)N[C@H](CC(=O)N[C@@H]1CCNC[C@H]1C(=O)N[C@H](CC(=O)N[C@@H](CCC(=O)O)CC(=O)O)CC(C)C)C(C)C)NC(=O)[C@@H]1CNCC[C@H]1N	-12%	0
CO[C@@H]1COC(=O)CCC[C@@H](C)[C@H](OC)COC(=O)CCC[C@H]1C	17%[11.7 µM]	1
Cc1cccc(CNc2cc(-c3ccoc3)ncn2)c1	0%	-1
CN1CCN(c2ncncc2-c2ccccc2Cl)CC1	-17%	5
CC1CCC(C(=O)O)NC1c1cccc(N2CCCC2=O)c1 (centres undefined)	-2%[11.7 µM]	0
O=C(c1ccc(F)cc1)C1CCN(CCCCc2ccccc2)CC1	6%[24.8 µM]	3
Cn1c(=O)cnc2cnc(Nc3ccccc3)nc21	u	-2
c1ccc2c3c([nH]c2c1)[C@@H]1[C@H]2CC[C@H]([C@H]4CCCN[C@H]42)N1CC3	-25%[24.8 µM]	-3
NCCCCN=C(N)N	-5%	-1&5
CC1=C(CCC(=O)O)c2cc3nc(cc4[nH]c(cc5[nH]c(cc1n2)c(C)c5C(C)O)c(C)c4C(C)O)C(C)=C3CCC(=O)O (centres undefined)	u	-8
OC[C@H]1O[C@@H](n2cnc3cncnc32)[C@H](O)[C@@H]1O	-5%&-5%	0
CC(=O)[C@]1(O)Cc2c(O)c3c(c(O)c2[C@@H](O[C@H]2C[C@H](N)[C@H](O)[C@H](C)O2)C1)C(=O)c1c(O)cccc1C3=O	u	-35*
COc1ncc2nc(-c3ccc(F)cc3)c(=O)n(Cc3cccs3)c2n1	20%	1
CC12CC3(O)OC(O1)C1(COC(=O)c4ccccc4)[C@@H]3CC21O[C@@H]1O[C@H](CO)[C@@H](O)[C@H](O)[C@H]1O	u	3
COc1ccc(Oc2ncc3nc(-c4cccc(C#N)c4)c(=O)n(C)c3n2)cc1	0%	5
CC1(C)OC2C(CO)OC(n3cnc4c(=O)[nH]c(N)nc43)C2O1 (centres undefined)	-3%	1
CC(=O)OC1CCC2(C)C(=CCC3C2CCC2(C)C3C[C@@H]3O[C@]32C(C)=O)C1 (some centres undefined)	-4%[24.8 µM]	1
Cc1cccc(/C=C\c2ccccc2)n1	1%[24.8 µM]	0
C/C(=C\CNc1ncnc2c1ncn2[C@@H]1O[C@H](CO)[C@@H](O)[C@H]1O)CO	-4%	2
COC(=O)C(Cc1ccccc1)NC(=O)C(N)CC(=O)O (centres undefined)	-2%	1
NC(CSCC(=O)O)C(=O)O (centres undefined)	-7%	4
Cc1ccc(C2CC(=O)Oc3ccc(O)cc32)cc1 (centres undefined)	5%[94.6 µM]	-2
CO[C@H]1COC(=O)[C@@H](CCSC)NC(=O)C/C=C\[C@@H](C)COC(=O)[C@@H](OCc2ccccc2)/C=C\[C@@H]1C	-21%[11.7 µM]	-1
O=C1[C@@H]2[C@H]3[C@H](O)[C@H](O)C/C(=N/OC[C@@H](O)COCc4ccco4)[C@@H]3CC[C@H]2C(=O)N1c1ccc(F)cc1F	-5%[11.7 µM]	1
COc1ccc2[nH]cc(CCNc3nc(-c4ccc(N(C)C)cc4)nc4ccccc34)c2c1	u	-6
CCc1cc2c(nc1CC)CCN(CC/C(C)=N/OCC[C@@H]1C=C[C@H](OC(C)=O)[C@H](COC(C)=O)O1)C2	1%[11.7 µM]	5
C[C@@H](CN(C)C)CN1c2ccccc2Sc2ccccc21	-16%[24.8 µM]	-1
FC(F)(F)c1ccccc1-c1cc(NCCN2CCOCC2)ncn1	-17%	1
CC(C)NC(=O)N1CCCC2(CCN(C(=O)c3cccn3C)CC2)C1	-14%	8
COc1cccc(OC)c1C1=Nn2c(nnc2-c2ccccc2O)SC1	u	4
C[C@H](NC(=O)/C(C#N)=C/c1ccc(O)c(O)c1)c1ccccc1	-3%	2
O=C(c1ccncc1)N1CCC2(CC1)CN(Cc1cc(C(F)(F)F)cc(C(F)(F)F)c1)C2	-23%	3
CCCCC/C=C\C/C=C\C/C=C\CCCCCCC(=O)NCCc1ccc(O)c(O)c1	-8%	0
CN1CCN(c2ncc3nc(-c4ccc(Cl)cc4)c(=O)n(Cc4ccc(F)cc4)c3n2)CC1	2%	1
COC(=O)[C@@H]1CC[C@H](C)[C@@H](c2ccc(C)cc2)N1C(=O)c1ccc(/C=N\O[C@@H](C)c2cc(-c3c(C)cc(C)cc3C)no2)cc1	25%[11.7 µM]	-2
Cc1noc(C)c1-c1ccc2ncnc(NCc3ccccc3Cl)c2c1	-9%	1
C[C@@](N)(Cc1ccc(O)cc1)C(=O)O	-1%	2
C[C@@]1(C(=O)O)NCCc2cc(O)c(O)cc21	0%[24.8 µM]	-10
COCC(=O)N1CCC2(CCCN(C(=O)Nc3ccccc3)C2)CC1	13%	0

Another view of some results above.
Molecule | Menin-MLL TR inh | Coupling enz
COCC(=O)N1CCC2(CCCN(C(=O)Nc3ccccc3)C2)CC1 | 13% | 0
C[C@@]1(C(=O)O)NCCc2cc(O)c(O)cc21 | 0%[24.8 µM] | -10
COc1cccc(OC)c1C1=Nn2c(nnc2-c2ccccc2O)SC1 | u | 4
O=C(c1ccncc1)N1CCC2(CC1)CN(Cc1cc(C(F)(F)F)cc(C(F)(F)F)c1)C2 | -23% | 3
COC(=O)C(Cc1ccccc1)NC(=O)C(N)CC(=O)O (centres undefined) | -2% | 1
NC(CSCC(=O)O)C(=O)O (centres undefined) | -7% | 4

Further compounds follow.
SMILES	Menin-MLL TR inh	Coupling enz
COC(=O)[C@H]1Cc2c([nH]c3ccccc23)CN1C(=O)COc1ccc2c(C)cc(=O)oc2c1	18%	-3
C[C@H]1/C=C\CC(=O)NCc2cccc(c2)CNC(=O)N[C@H]1c1ccccc1	10%	4
N#Cc1cccc(-c2nc(N3CCNCC3)c3ccccc3n2)c1	4%	0
Cc1ccc(Sc2cncc3sc(C(N)=O)cc23)cc1	u	5
NCCC[C@H](N)CC(=O)N[C@H]1CNC(=O)[C@@H]([C@@H]2C[C@H](O)N=C(N)N2)NC(=O)/C(=C/NC(N)=O)NC(=O)[C@@H](CO)NC(=O)[C@@H](CO)NC1=O	10%[24.8 µM]	0
CC[C@]12CCCN3CCc4c(n(c5ccccc45)C(=O)C1)[C@H]32	12%[24.8 µM]	4
Cc1nc2cnc(Nc3ccccc3)nc2n(C2CC2)c1=O	-21%	5
O=C(c1cc(C(F)(F)F)cc(C(F)(F)F)c1)N1CCC2(CCCN(c3ccccc3)C2)CC1	-18%	2
Cn1cccc1C(=O)N1CCC2(CC1)CN(Cc1cc(C(F)(F)F)cc(C(F)(F)F)c1)C2	4%	-1
Cc1cc(O)c(C)c2c1CC[C@H]1[C@H](C)C(=O)O[C@H]21	16%	4
c1cn(-c2ccnc(-c3ccc4c(c3)OCO4)n2)cn1	-11%	2
Cl/C(=C\n1cncn1)c1ccc(Cl)cc1Cl	-10%[24.8 µM]	3
COc1ccc2c(c1)c(C1=C(c3c[nH]c4ccccc34)C(=O)NC1=O)cn2CCCN(C)C	-29%	2
COC(=O)C/C=C\[C@@H](C)[C@@H](/C=N\O[C@@H](C)CN1CCCc2nc(C)c(C)cc21)OC	-18%[11.7 µM]	3
O=C1C(O)=C(O)C(=O)C(O)=C1O	u	-15&2
C=C1C(=O)OC2C1CC/C(C)=C/CCC1(C)OC21 (centres undefined)	-13%	4
COc1cccc(Cn2c(=O)c(-c3cn(C)c4ccccc34)nc3cncnc32)c1	2%	3
COc1ccc2c(c1)O[C@@H](c1cccc(C(F)(F)F)c1)[C@H](OC(=O)NCc1ccco1)C2=O	-16%	0
COC(=O)[C@H]1CC=C[C@H]2CCN(Cc3ccc(Cl)c(Cl)c3)C(=O)[C@@H]12	-2%	0
Cc1noc(C)c1C(=O)N1CCC2(CCCN(C(=O)Nc3ccccc3)C2)CC1	10%	4
C[C@@H](O)CCC[C@H](O)/C=C/[C@@H]1[C@@H](C/C=C\CCCC(=O)O)[C@@H](O)C[C@H]1O	9%	0
N#Cc1cccc(NC(=O)N2CC[C@@]3(CCCN(C(=O)c4ccncc4)C3)C2)c1	u	0
CC(C)C[C@@H](CC(=O)N[C@@H](CCC(=O)O)CC(=O)O)NC(=O)[C@@H]1CNCC[C@H]1NC(=O)C[C@H](CCCN)NC(=O)C[C@H](Cc1c[nH]c2ccccc12)NC(=O)[C@@H]1CNCC[C@H]1N	-8%	-1
Clc1ccccc1-c1nc(-n2ccnc2)c2ccccc2n1	35%[activator]	0
Clc1ccccc1-c1ccc2ncnc(NC3CCNCC3)c2c1	u	-2
COCCn1c(=O)c(-c2ccc(OC)cc2)nc2cnc(Nc3cccc(OC)c3)nc21	u	-2
COc1ccc(-n2c(=O)c(C)nc3cnc(Oc4cccc(Cl)c4)nc32)cc1	-5%	0
Cc1ccccc1-c1cncnc1Nc1ccc(F)cc1	-2%	-3
CN[C@@H]1[C@H](O[C@@H]2O[C@H](CO)[C@@H](N)[C@H](O)[C@@H]2O)O[C@H]2C[C@@H](N)[C@@H](O[C@H]3[C@@H](O)[C@H](O)[C@H](N)C[C@@H]3N)O[C@H]2[C@H]1O	-4%[24.8 µM]	-2
C=C(CC(=O)OC)C[C@]1(CC(=O)OC)CC2(CC=C(C)C)C(=O)C(C(=O)c3ccccc3)=C(OC(=O)c3ccc(Br)cc3)C(CC=C(C)C)(C1)C2=O (some centres undefined)	7%[11.7 µM]	0
C[C@]12CCC3c4ccc(O)cc4CCC3C1CC(O)C2O (some centres undefined)	-2%	3
O=C(O)Cc1nn(Cc2ccc(Br)cc2F)c(=O)c2ccccc12	0%[24.8 µM]	11
COc1ccc(OC)c(C2=Nn3c(nnc3-c3cccc(OC)c3OC)SC2)c1	-6%	0
Cc1noc(C)c1-c1cc(N(C)C)ncn1	-14%	0
Cc1nc2cnc(N(C)C)nc2n(-c2ccccc2)c1=O	-11%	4

Bioassay records as filed in PubChem BioAssay.
